# Bim-Bcl-B – inhibitors of Bim-Bcl-B binding, primary screen, biochemical, multiplexed, human Bcl-2 family. bead-based flow cytometry, Bim peptide-Bcl-B binding. inhibition, % at 10 µM. hit rate 0.073% among 190,000. AID 951, 2007;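 also: 0% = tracer peptide without compound and 100% = reference inhibitor peptide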
# Target sequence (Q9HD36 whole entry, looked up): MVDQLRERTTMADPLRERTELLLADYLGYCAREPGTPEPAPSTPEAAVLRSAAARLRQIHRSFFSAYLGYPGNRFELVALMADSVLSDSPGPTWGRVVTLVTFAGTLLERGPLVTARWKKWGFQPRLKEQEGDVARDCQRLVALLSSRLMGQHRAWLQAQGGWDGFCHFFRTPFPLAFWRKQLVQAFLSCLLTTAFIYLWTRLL
# Bfl-1 Bim block – inhibitors of Bim binding to Bfl-1, primary screen, biochemical, multiplexed, bead-based flow cytometry. hit rate 0.12% among 190,000. Bim-Bfl-1 binding inhibition. inhibition, % at 10 µM. Bcl-2-related protein A1 (Homo sapiens), Q16548;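 also: 0% = wells without compound plus tracer and 100% = blocker peptide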
# Bim-Bcl-W – inhibitors of Bim binding to Bcl-W, primary screen, biochemical, multiplexed, bead-based flow cytometry | Bcl-2-like protein 2 (Homo sapiens), Q92843 | Bim peptide-Bcl-W binding | inhibition, % at 10 µM | hit rate 0.02% among 190,000 | AID 952, 2007;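 also: 0% = bound tracer without compound and 100% = peptide blocker; higher means less fluorescent Bim peptide bound to Bcl-W beads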
# Target sequence (Q92843 whole entry, looked up): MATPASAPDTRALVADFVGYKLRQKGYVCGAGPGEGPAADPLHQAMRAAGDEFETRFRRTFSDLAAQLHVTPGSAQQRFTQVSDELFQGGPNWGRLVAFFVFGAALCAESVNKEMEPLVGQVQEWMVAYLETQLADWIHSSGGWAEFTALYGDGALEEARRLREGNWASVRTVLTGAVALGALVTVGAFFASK
# Avidin fluor – green autofluorescence of compounds with avidin beads – biophysical, 488/530 nm, flow cytometry, artefact control, profiling panel. compound fluorescence 488/530 nm; hits give high values. fluorescence (KMESF) at 10 µM. hit rate 0.38% among 220,000. AID 1775, 2009; in the data active = fluorescence above about 47; also: inactives centre near 10
# Bcl-XL Bim block – inhibitors of Bim-Bcl-XL binding, primary screen, biochemical, multiplexed, bead flow cytometry, human Bcl-XL | Bim peptide-Bcl-XL binding, fluorescence | inhibition, % at 10 µM | hit rate 0.04% among 190,000 | AID 1007, 2008
# Target sequence (Q07817 whole entry, looked up): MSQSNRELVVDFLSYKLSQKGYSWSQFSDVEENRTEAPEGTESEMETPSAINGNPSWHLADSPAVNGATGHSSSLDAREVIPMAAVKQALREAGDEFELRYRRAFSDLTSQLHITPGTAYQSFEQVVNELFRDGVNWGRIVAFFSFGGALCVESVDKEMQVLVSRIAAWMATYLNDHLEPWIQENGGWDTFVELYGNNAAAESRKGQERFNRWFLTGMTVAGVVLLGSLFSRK
# Bim-Bcl-2 – inhibitors of Bim-Bcl-2 binding, primary screen, biochemical, multiplexed, human Bcl-2 family | Apoptosis regulator Bcl-2 (Homo sapiens), P10415 | AID 950, 2007 | Bead-based flow cytometry, Bim peptide-Bcl-2 binding | inhibition, % at 10 µM | hit rate 0.06% among 190,000; in the data active = inhibition above about 40%;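 also: 0% = no compound wells with probe peptide and 100% = reference peptide inhibitor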
# Target sequence (P10415 whole entry, looked up): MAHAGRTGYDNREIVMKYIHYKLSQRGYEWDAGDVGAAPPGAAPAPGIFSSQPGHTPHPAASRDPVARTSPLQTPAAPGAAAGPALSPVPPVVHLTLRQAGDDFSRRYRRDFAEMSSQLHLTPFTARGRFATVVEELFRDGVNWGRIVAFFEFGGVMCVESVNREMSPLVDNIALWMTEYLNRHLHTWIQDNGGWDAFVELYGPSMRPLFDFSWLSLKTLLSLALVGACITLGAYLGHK
# RGS4-Gao reg – modulators of RGS4 binding to Galphao, primary screen, biochemical, multiplexed bead flow cytometry | binding response (% of control), % at 10 µM | AID 1415, 2008 | hit rate 0.33% among 220,000 | actives lie on both sides; in the data active = binding response below about 49% or above about 150%; inactive = in between;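 also: fluorescent Galphao activated with aluminum fluoride binding bead-coupled RGS4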
# ABCG2 block – ABCG2 efflux pump inhibitors, primary screen, multiplex with ABCB1, IgMXP3 cells, flow cytometry; JC-1 efflux; inhibition, % at 6.6 µM; hit rate 0.1% among 190,000; AID 1325, 2008;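 active = inhibition above 80%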;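 also: 0% = DMSO and 100% = nicardipine control wells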
#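 Times: 10 min at 25 °C | Test system: Two drug-resistant human cell lines, ABCG2 and ABCB1 | Quantity: 3 million cells/mL final, two lines in 1:1 ratio | Signal: Flow cytometry, 530 nm JC-1 signal | Dosing: Compound at 6.6 µM | Controls: Nicardipine and DMSO wells | Reagent: JC-1 as fluorescent efflux pump substrate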
# RGS7-Gao reg – RGS7-Galphao binding modulators, primary screen, biochemical, multiplexed bead flow cytometry | AID 1439, 2008 | hit rate 0.35% among 220,000 | Guanine nucleotide-binding protein G(o) subunit alpha (Homo sapiens), P09471 | actives lie on both sides | binding response (% of control), % at 10 µM; in the data active = binding response below about 49% or above about 150%;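 also: fluorescent Galphao held in activated GDP-AlF4 state binding bead-coupled RGS7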
# ABCB1 inh – ABCB1 efflux pump inhibitors, primary screen, cell-based, multiplex, flow cytometry, ABCG2 counter-screen | ATP-dependent translocase ABCB1 (Homo sapiens), P08183 | CCRF-Adr cells, JC-1 efflux | inhibition, % at 6.6 µM | hit rate 0.067% among 190,000; in the data active = inhibition above about 40%;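 also: 0% = vehicle and 100% = reference inhibitor; higher value means more JC-1 retained so stronger ABCB1 efflux block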
# GSH bead fluor – compound fluorescence on glutathione beads, profiling panel, artefact control, biophysical, 488/530 nm, flow cytometry; GSH beads flow cytometry, compound fluorescence 488/530 nm; hits give high values; fluorescence (KMESF) at 10 µM; hit rate 0.25% among 190,000; AID 1776, 2009; in the data active = fluorescence above about 89;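 also: glutathione beads carrying GST-tagged Bcl family fusion proteins plus one bare bead set; values are compound well signal with DMSO vehicle wells as background; inactives centre near 16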
# The depositor's hits bear a star. Rule as the data show it, unless noted: active = inhibition above about 40%.
Molecule	Bim-Bcl-B	Bfl-1 Bim block	Bim-Bcl-W	Avidin fluor	Bcl-XL Bim block	Bim-Bcl-2	RGS4-Gao reg	ABCG2 block	RGS7-Gao reg	ABCB1 inh	GSH bead fluor
Cc1cnc(NC(=O)c2cc3c(C)nn(Cc4ccccc4Cl)c3s2)s1	-9	1	-7	14	-5	-3	97	1	98	0.2	9
N#CCSc1nn(-c2ccc(F)cc2)c(=S)s1	-7	-1	-1	24	-2	6	98	4	100	1.3	35
CC(=O)OCC(=O)Nc1ccc(SC(F)F)cc1	-5	-3	-2	11	-3	-2	105	2	103	0.0	16
Cc1nn(-c2ccccc2)c2[nH]c(=O)c(CNc3ccc4c(c3)OCCO4)cc12	-4	-3	2	8	-12	-8	101	5	97	0.8	41
COc1c(F)c(F)c(C(=O)O)c(Nc2ccccc2C)c1F	-6	-9	0	32	-1	-7	102	2	101	0.6	25
O=C(O)c1nn(-c2ccccc2)c(-c2ccccc2)c1C(=O)c1ccccc1	-2	0	-2	12	-6	1	101	1	100	0.6	4
O=S(=O)(O/N=C1\CCCc2ccccc21)c1ccc(Cl)cc1	-5	-11	2	7	10	-4	94	1	98	0.5	60
CC(C)Oc1ccc(CNCC2(O)CCOC(C)(C)C2)cc1 (stereo not given)	-4	-15	0	35	-7	-14	99	3	100	0.5	21
Cc1ccc(S(=O)(=O)N2CCCC(C(=O)NC3=NCCS3)C2)cc1 (stereo not given)	0	-1	0	11	-1	-2	94	3	94	0.7	25
O=C(/C=C/c1cccc(Br)c1)NCc1ccncc1	0	-5	0	6	4	-4	103	9	103	0.7	9
Cc1ccn2c(Nc3ccccc3)c(-c3ccccn3)nc2c1	-9	-3	0	10	0	1	97	10	101	0.4	28
CCCCCCC(=O)N(O)C1CC(=O)N(c2ccc(C)cc2)C1=O (stereo not given)	-5	-25	-4	15	-8	-7	102	9	99	0.6	34
O=C(CCNc1ccc(Cl)cc1)c1cccs1	-8	-3	-2	6	-8	-8	107	5	104	0.0	12
Cc1ccc(/C=N/N2CCN(Cc3cccc4ccccc34)CC2)o1	-7	-17	1	28	-5	-10	100	37	101	1.8	24
O=C(Nc1cccc(F)c1)c1ccc(S(=O)(=O)NCC2CCCO2)cc1 (stereo not given)	-10	-11	0	7	-7	-7	97	1	99	0.0	59
CCOc1ccc(Br)cc1S(=O)(=O)Nc1ccc(N2CCOCC2)cc1	-33	-10	2	10	5	-16	93	2	92	-0.8	45
Cc1cc(=O)n2[nH]c(=O)c(N=Nc3ccccc3)c2[nH]1	2	-1	2	35	-1	3	101	0	102	0.2	15
O=C(COc1ccccc1)NNc1nc2c(F)cc(F)cc2s1	-2	1	3	21	0	0	100	0	100	-0.1	12
O=C(CNc1ccc2ccccc2c1)NNC1=NCCC1	2	11	-2	6	-1	0	96	4	100	1.3	19
CC1=C(C(=O)N2CCCCC2)C(c2cccs2)C2=C(CCCC2=O)N1 (stereo not given)	3	1	4	7	3	1	99	-3	98	-0.3	33
Cc1ccc(NC(=O)CSc2nnc(CSc3nc(C)cc(C)n3)n2Cc2ccco2)c(C)c1	-4	-9	0	7	-5	-3	95	3	100	2.3	9
CCC(C(=O)NC1CCCC1)N(Cc1ccc2c(c1)OCO2)C(=O)c1snc(C(N)=O)c1N (stereo not given)	0	1	-2	18	-2	0	109	3	103	2.5	8
O=C(NC1CCCCC1)OCCN1CCN(Cc2ccccc2)CCC1=O	-4	0	-2	11	-1	1	100	3	101	0.5	19
CCCc1nc2oc3c(OCC)ncnc3c2c2c1COC(C)(C)C2	-5	-9	1	9	-2	-9	102	7	98	0.8	11
Cc1noc(C)c1CSc1ncnc2ccccc12	-1	-4	3	9	1	0	96	2	98	0.7	8
CN(CC(=O)NC1CCCCC1)S(=O)(=O)c1ccc(Br)s1	-3	-2	-13	32	-10	-2	100	8	99	1.0	12
C/C(N)=C(/C#N)C(=O)COC(=O)c1cccc2ccccc12	-13	-6	-14	3	-15	-7	100	3	96	0.1	19
COc1ccc(CC(=O)NCCC(C)C)cc1S(=O)(=O)N1CCOCC1	-4	-8	-3	8	-2	-5	93	-2	100	-0.1	14
Cc1ccc(NC(=O)c2c(NC(=O)CCC(=O)O)sc3c2CCCCC3)cc1	-8	-2	-3	11	-1	-2	91	2	90	-0.2	10
Cc1noc(C)c1CCC(=O)N1CCCC(CCC(=O)NCc2ccccc2F)C1 (stereo not given)	7	2	0	5	0	-2	97	4	96	1.2	12

# Profiles as entered above.
# Entry for `Cc1ccc(NC(=O)c2c(NC(=O)CCC(=O)O)sc3c2CCCCC3)cc1` → Bim-Bcl-B: -8; Bfl-1 Bim block: -2; Bim-Bcl-W: -3; Avidin fluor: 11; Bcl-XL Bim block: -1; Bim-Bcl-2: -2; RGS4-Gao reg: 91; ABCG2 block: 2; RGS7-Gao reg: 90; ABCB1 inh: -0.2; GSH bead fluor: 10
# Entry for `CC(=O)OCC(=O)Nc1ccc(SC(F)F)cc1` → Bim-Bcl-B: -5; Bfl-1 Bim block: -3; Bim-Bcl-W: -2; Avidin fluor: 11; Bcl-XL Bim block: -3; Bim-Bcl-2: -2; RGS4-Gao reg: 105; ABCG2 block: 2; RGS7-Gao reg: 103; ABCB1 inh: 0.0; GSH bead fluor: 16
# Entry for `Cc1ccc(S(=O)(=O)N2CCCC(C(=O)NC3=NCCS3)C2)cc1` (stereo not given) → Bim-Bcl-B: 0; Bfl-1 Bim block: -1; Bim-Bcl-W: 0; Avidin fluor: 11; Bcl-XL Bim block: -1; Bim-Bcl-2: -2; RGS4-Gao reg: 94; ABCG2 block: 3; RGS7-Gao reg: 94; ABCB1 inh: 0.7; GSH bead fluor: 25

# Later entries:
Molecule	Bim-Bcl-B	Bfl-1 Bim block	Bim-Bcl-W	Avidin fluor	Bcl-XL Bim block	Bim-Bcl-2	RGS4-Gao reg	ABCG2 block	RGS7-Gao reg	ABCB1 inh	GSH bead fluor
CCC1CCCN1Cn1cnc2c([nH]c3ccccc32)c1=O (stereo not given)	0	0	-1	19	-3	-1	110	1	109	0.1	14
O=C(CCn1c(=O)oc2ccccc21)NCc1cccs1	-7	-2	-8	7	-6	-2	103	0	102	0.1	15
C/C(=N\N=C(c1ccccc1)c1ccccc1)c1cccs1	-1	0	-1	28	-1	2	106	10	103	2.7	10
O=C(N/N=C/c1ccccn1)c1ccc(NC(=O)c2cccc([N+](=O)[O-])c2)cc1	2	-3	1	12	1	0	101	-3	104	-1.3	9
c1ccc(-c2nnc(CSc3nnc(-c4ccncc4)n3Cc3ccco3)o2)cc1	-1	0	0	36	-1	0	101	1	101	0.5	13
COc1cccc(C(=O)Oc2cc3c4c(c2)C(C)=CC(C)(C)N4C(=O)C3=O)c1	1	-7	3	26	0	0	95	14	93	2.8	11
CS(=O)(=O)N(Cc1ccc(Cl)cc1)c1ccc(C(=O)NCCC2=CCCCC2)cc1	-3	0	-3	7	-2	-1	102	4	103	1.4	21
COc1ccc(C(CC(=O)O)NC(=O)COc2ccccc2)cc1OC (stereo not given)	-7	-2	-2	11	-5	-4	100	-1	100	-0.1	26
CCC(=O)/C=C1\Sc2ccc(OC)cc2N1CCO	-9	-24	-3	29	-10	-9	101	29	98	-0.5	22
CCOC(=O)Nc1ccc(C)cc1NC(=O)OCC	1	-1	-1	46	0	0	99	1	105	0.1	13
CCOC(=O)c1c(C)oc2ccc(OCC(=O)N(CC)CC)cc12	0	-3	0	11	-2	0	89	5	91	0.7	25
COc1ccc(Nc2nc(Cl)nc(NCc3ccco3)n2)cc1	-5	-3	-1	11	-4	0	97	29	94	0.5	30
O=C(Nc1ccc(F)cc1)N(Cc1cccs1)Cc1cc2cc3c(cc2[nH]c1=O)OCO3	-6	-4	-2	7	-3	-3	96	-1	93	-0.1	11
CC(C)n1cc(/C=N\NC(=O)c2cc3c(ccc4ccccc43)o2)c2ccccc21	-8	-8	5	7	1	-5	97	-1	97	-0.2	48
CCOC(=O)C1=C(CSc2nc3ccccc3s2)NC(=O)NC1c1cc(C)ccc1C (stereo not given)	-2	-1	-4	33	-3	-5	99	3	98	1.0	20
N#Cc1ccc(-c2ccc(Cl)cc2)nc1SCC(=O)c1cccc(Cl)c1	-8	-7	1	19	-1	-6	96	15	100	0.1	13
CCn1cc(CN2CCc3c([nH]c4ccccc34)C2c2cccc(OC)c2OC)c(C)n1 (stereo not given)	-1	-5	-1	9	-3	-4	100	0	106	0.0	9
CCOC(=O)Cn1c(=O)oc2cc(S(=O)(=O)NC(C)c3ccccc3)ccc21 (stereo not given)	-9	-9	0	7	-2	-7	98	3	97	0.8	29
O=C(C1CCCN(S(=O)(=O)c2cccs2)C1)N1CCc2ccccc2C1 (stereo not given)	-9	-9	0	5	0	-4	99	2	99	0.6	37
CC1CCC(C(C)C)C(OCC[N+](C)(C)C)C1 (stereo not given)	-1	-2	0	12	1	-6	102	2	104	0.1	15
CCNC(=O)COc1ccc(/C=N/NC(=O)c2cccnc2)cc1OC	2	-3	1	9	1	3	97	2	91	0.5	14
O=C(CCC(=O)Nc1cccc(Cl)c1)N/N=C/c1cc([N+](=O)[O-])ccc1O	2	-1	0	10	-1	-1	88	-1	85	-0.2	18

# 3 entries picked at random from those above:
Molecule	Bim-Bcl-B	Bfl-1 Bim block	Bim-Bcl-W	Avidin fluor	Bcl-XL Bim block	Bim-Bcl-2	RGS4-Gao reg	ABCG2 block	RGS7-Gao reg	ABCB1 inh	GSH bead fluor
CCOC(=O)Cn1c(=O)oc2cc(S(=O)(=O)NC(C)c3ccccc3)ccc21 (stereo not given)	-9	-9	0	7	-2	-7	98	3	97	0.8	29
O=C(C1CCCN(S(=O)(=O)c2cccs2)C1)N1CCc2ccccc2C1 (stereo not given)	-9	-9	0	5	0	-4	99	2	99	0.6	37
CCOC(=O)C1=C(CSc2nc3ccccc3s2)NC(=O)NC1c1cc(C)ccc1C (stereo not given)	-2	-1	-4	33	-3	-5	99	3	98	1.0	20

# Assay outcomes as filed in PubChem.
